Screening results (PubChem BioAssay)
TAAR1 antagonist: antagonists of human TAAR1; CHO RD-HGA16 TAAR1, Fluo-8 calcium fluorescence, antagonist; Q96RJ0; 1.5% of 360,000 active; AID 624466; inhibition, % at 3 µM;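 active = inhibition above a per-plate cutoff, the mean inhibition of test compounds on that plate plus 3 SD, cut at about 49% in these data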;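 note: 0% = DMSO plus EC80 beta-PEA response and 100% = DMSO alone without agonist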
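Material: RD-HGA16 CHO cells with stable hTAAR1 and Gα16; Dosing: single nominal final test compound concentration of 3 µM; Schedule: seeding 17-24 h prior, 75-min 37 °C, 30-min RT dye loading; Detection: kinetic Fluo-8 calcium fluorescence measurement; Measure: % inhibition from peak post-agonist over basal fluorescence ratio; Benchmarks: vehicle and agonist controls.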
OXTR potentiator: potentiates the human oxytocin receptor response; 0.061% of 320,000 active; AID 2445; CHO-OTR cells, Fluo-8 calcium fluorescence, potentiator mode; 0% = oxytocin EC15, 100% = EC100; activation, % at 3 µM;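 active = activation above that plate's cutoff, the mean activation of tested compounds plus 3 SD, cut at about 6.6% in these data, passing the limit was not always enough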;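 note: 100% uses oxytocin at 75 nM as the full agonist control; some results filed as inactive read as strong as hits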
Target sequence (P30559 whole entry, looked up): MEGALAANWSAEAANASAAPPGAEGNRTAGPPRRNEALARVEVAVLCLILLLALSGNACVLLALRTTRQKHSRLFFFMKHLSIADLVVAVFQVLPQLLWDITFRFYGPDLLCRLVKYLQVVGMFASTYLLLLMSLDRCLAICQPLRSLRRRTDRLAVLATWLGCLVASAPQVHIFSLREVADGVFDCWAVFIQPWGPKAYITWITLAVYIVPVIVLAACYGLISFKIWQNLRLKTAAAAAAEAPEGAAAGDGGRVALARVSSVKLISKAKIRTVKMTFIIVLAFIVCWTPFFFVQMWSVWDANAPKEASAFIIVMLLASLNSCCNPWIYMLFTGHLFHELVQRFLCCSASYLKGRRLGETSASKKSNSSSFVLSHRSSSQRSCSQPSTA
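test system = CHO-OTR cells, human receptor | compound = single-point 3.0 µM | schedule = 6 min compound pre-incubation at room temperature, 100 s kinetic read | signal = Fluo-8 no-wash calcium dye fluorescence, excitation 470-495 nm, emission 515-575 nm | repeats = single well per compound, singlicate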
CHO parental Ca: counter-screen: ATP calcium response change in parental CHO cells. parental CHO-K1, ATP-induced calcium, Fluo-8 fluorescence. 0.63% of 330,000 active. inhibition, % at 5.6 µM;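 active = inhibition above that plate's mean sample inhibition plus 3 SD, cut at about 26% in these data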;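 note: 0% = ATP-challenged DMSO wells and 100% = DMSO wells without ATP; some compounds past the cut are filed as inactive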
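Assay system: parental CHO cells; Read-out basis: percent inhibition of ATP-evoked calcium rise, normalized to controls; Benchmarks: ATP and no-ATP DMSO wells; Compound dosing: single nominal dose of 5.6 µM per compound; Signal: Fluo-8 calcium dye fluorescence; Also added: ATP as calcium-mobilizing challenge; Repeats: singlicate.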
TAAR1 ag: human TAAR1 agonism; activation, % at 3 µM; AID 624467; 0.99% of 360,000 active; CHO RD-HGA16 TAAR1, Fluo-8 calcium fluorescence; vehicle wells 0%, saturating PEA agonist 100%; Q96RJ0;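 active = activation above the mean activation of all test compounds in the run plus 3 SD, cut at about 38% in these data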
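Test system: RD-HGA16 (CHO) cells co-expressing Gα16 and hTAAR1 | Doses: Single dose, 3 µM | Schedule: 17-24 h seeding, 75 min 37 °C dye, 30 min RT | Evaluation: % activation from peak over basal fluorescence ratio, DMSO-to-PEA scaled | Technique: Kinetic Fluo-8 calcium fluorescence | Benchmarks: Low control DMSO, high control PEA (EC100)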
V1R ag counter: activates human V1a receptor in oxytocin agonist counter-screen; CHO-V1R cells, Fluo-8 calcium fluorescence, agonist mode; 0% DMSO, 100% 3 nM vasopressin; activation, % at 3 µM; 0.25% of 320,000 active;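 active = activation above the mean activation of all tested compounds plus 3 SD, per screening run, cut at about 20% in these data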;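 note: signal is peak over basal fluorescence ratio across a 100 second FLIPR read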
CHRM1 PAM: positive allosteric modulators of human M1 muscarinic receptor; AID 588819; 0.088% of 360,000 active; P11229; activation, % at 3 µM; CHO-K1 hM1, Fluo-8 calcium fluorescence, ACh EC20; 0% = ACh EC20, 100% = maximal ACh; in the data active = activation above about 19%, passing the limit was not always enough
Target sequence (P11229 whole entry, looked up): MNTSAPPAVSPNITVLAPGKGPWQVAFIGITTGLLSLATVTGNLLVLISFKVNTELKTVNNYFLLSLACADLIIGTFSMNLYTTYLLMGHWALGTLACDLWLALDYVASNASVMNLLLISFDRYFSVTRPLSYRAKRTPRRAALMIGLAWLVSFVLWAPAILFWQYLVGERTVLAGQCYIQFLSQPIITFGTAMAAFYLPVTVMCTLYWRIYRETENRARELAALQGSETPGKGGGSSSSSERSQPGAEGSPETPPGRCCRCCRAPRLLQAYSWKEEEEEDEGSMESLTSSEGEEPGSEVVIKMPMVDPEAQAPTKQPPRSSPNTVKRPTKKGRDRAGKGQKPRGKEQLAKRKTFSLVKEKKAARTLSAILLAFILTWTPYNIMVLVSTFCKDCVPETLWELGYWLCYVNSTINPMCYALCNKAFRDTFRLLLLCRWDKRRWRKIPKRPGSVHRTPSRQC
CHRM1 agonist: human M1 muscarinic receptor agonism. AID 588814. 0.33% of 360,000 active. CHO-K1 hM1, Fluo-8 calcium fluorescence, agonist mode; 0% DMSO, 100% acetylcholine EC100. activation, % at 3 µM;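 active = activation above the run's mean compound activation plus 3 SD, cut at about 16% in these data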;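 note: peak over basal fluorescence ratio within a 140 s kinetic read after compound addition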
CHRM1 antagonist: antagonists of human M1 muscarinic receptor. CHO-K1 hM1, Fluo-8 calcium fluorescence, ACh EC80 antagonist. inhibition, % at 3 µM. 1.3% of 360,000 active. AID 588852;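 active = percent inhibition above its own plate's cutoff, namely the mean of that plate's compound wells plus 3 SD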;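 note: peak over basal fluorescence ratio during 140 s after agonist addition; 0% = ACh EC80 plus DMSO and 100% = DMSO alone without agonist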
OXTR ag: agonists of human oxytocin receptor; CHO-OTR cells, Fluo-8 calcium fluorescence; normalized: DMSO 0%, oxytocin 100%; AID 2435; activation, % at 3 µM; 0.32% of 320,000 active; P30559;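 active = activation above the mean of all tested compounds plus 3 SD, cutoff set per screening run, cut at about 20% in these data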;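 note: peak over basal fluorescence ratio from a 100 s FLIPR kinetic read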
* hit, by the source's call; / = no result given.

structure	TAAR1 antagonist	OXTR potentiator	CHO parental Ca	TAAR1 ag	V1R ag counter	CHRM1 PAM	CHRM1 agonist	CHRM1 antagonist	OXTR ag
COc1ccccc1CNC(=O)N1CCN(c2ccccc2Cl)CC1	-3.4	-12.7	-4.3	3.2	1.1	7.5	-4.0	-10.9	10.2
Cc1ccc(SCc2cc(-c3ccc(Cl)cc3)no2)cc1	1.5	-0.8	-9.2	5.2	-0.2	-6.8	-2.9	0.3	-0.1
CCOc1ccc(-n2c(SCC(=O)Nc3nccs3)nnc2-c2ccoc2C)cc1	-23.9	-0.3	-21.9	1.1	-1.1	16.6	-2.8	-24.8	-1.9
CN1CCN(C(=O)/C=C/c2ccc(Cl)c(Cl)c2)CC1	-13.9	-5.7	2.5	3.9	0.8	4.5	-4.2	-7.1	0.7
COC(=O)c1ccc(COc2ccccc2/C=N/NC(N)=O)o1	-4.5	-8.2	-9.8	0.7	-0.6	12.7	0.1	-16.6	-0.8
O=C(Nc1ccccc1)N(Cc1ccccc1)Cc1ccccc1	4.5	-3.1	-21.4	12.6	-0.4	-2.7	-5.2	-0.9	-1.9
COc1ccccc1N1CCN(C(=O)C(C)N(c2ccc(C)c(C)c2)S(C)(=O)=O)CC1 (configuration not stated)	11.0	-17.4	-5.0	10.1	3.8	-4.6	-1.7	5.4	2.0
O=C(N/C(=C/c1cccc([N+](=O)[O-])c1)C(=O)N1CCCCCC1)c1ccco1	-9.9	-8.2	-19.5	0.1	0.4	8.6	-2.0	-11.5	-1.1
O=C(CSCc1ccc(Cl)cc1)NCC1CCCO1 (configuration not stated)	13.5	-10.2	0.1	7.9	-0.5	-2.5	-2.5	19.5	-1.0
COc1ccc(/C(C)=N/N=C2/NC(=O)CC(C(=O)O)S2)cc1 (configuration not stated)	-2.6	3.5	-10.6	5.7	1.0	-4.8	-0.7	-2.6	0.8
O=C(/C=C/c1ccccc1)NC(=S)Nc1cccnc1	2.3	-5.9	-13.1	10.4	0.3	0.9	-0.3	3.8	1.8
COc1ccc(NC(=O)N2CCc3ccccc3C2)cc1	-11.3	/	/	51.7*	/	5.6	-0.5	-14.4	/
COc1ccc(Nc2nc3ccccc3nc2NS(=O)(=O)c2cccs2)cc1	0.2	-4.9	-2.5	2.3	1.4	10.7	-2.1	-6.1	3.2
O=C(Nc1ncccc1O)c1ccc(Cl)c(S(=O)(=O)N2CCCCCC2)c1	-11.6	-8.7	-17.7	5.0	0.1	11.3	-0.6	-19.9	-1.2
Cn1c(Sc2ccc(C(F)(F)F)cc2[N+](=O)[O-])nnc1-c1ccccc1	-7.1	-18.3	-19.4	2.1	0.8	1.1	-4.5	-6.0	1.0
O=C1CCc2cc(S(=O)(=O)Nc3ccc(F)cc3)ccc2N1	15.3	-2.8	-6.5	7.5	2.9	19.9	6.2	-10.3	2.9
CC1CCc2c(sc(NS(=O)(=O)c3ccccc3)c2C(=O)OC(C)C)C1 (configuration not stated)	17.4	-7.3	-6.5	42.9*	0.4	0.7	-2.3	-18.9	2.6
Cc1nc2ccccc2c(=O)n1CCCn1ccnc1	-2.4	-3.8	0.3	2.0	0.8	5.2	-5.4	-5.4	0.9
COc1ccc(CCNC(=O)c2cc(-c3ccccn3)nc3ccccc23)cc1	41.8	-3.9	-22.0	10.2	0.8	-2.9	-4.2	5.9	-1.4
Cc1cccc(C)c1N(Cc1ccccc1F)S(C)(=O)=O	-11.5	-16.7	-5.2	3.3	-0.7	9.3	-3.3	3.9	-2.4
CCOC(=O)c1nn(-c2ccccc2)c2nc(-c3ccc(OC)cc3)c(C#N)c(=O)n12	-6.9	-8.8	-5.1	3.1	-0.2	0.1	-5.1	4.3	-0.1
COc1ccccc1N1CCN(/N=C(\C)c2ccc(O)cc2)CC1	1.0	-13.4	-10.8	0.8	-0.3	2.5	-3.4	-10.8	0.0
CC(C)c1ccc(NC2CCCN(C(=O)CCN3CCCO3)C2)cc1 (configuration not stated)	-0.6	-7.9	-5.6	-0.1	0.3	4.2	-2.8	-7.8	-0.5
CC(C)c1ccc(C(=O)CN2C(=O)NC3(CCc4ccccc43)C2=O)cc1 (configuration not stated)	-1.5	-8.0	-37.2	1.6	1.6	4.6	-2.1	-1.7	-1.4
CCOP(=O)(c1ccc(N(C)C)cc1)C(O)c1ccccc1OC (configuration not stated)	-0.7	0.0	-3.4	5.9	0.4	9.1	-4.0	-3.4	0.4
O=C(O)Cn1c(=O)c(-c2ccccc2)nc2ccccc21	-10.5	-12.9	-2.8	0.9	-0.6	7.5	-3.0	-7.6	-0.2
C(=N\n1cnnc1)/c1ccc(N2CCOCC2)s1	-11.4	-3.5	4.0	2.2	0.3	8.4	-3.0	-4.5	0.6
CCCn1c2ccccc2c2cnn(CC(=O)NC3CCC(C)CC3)c(=O)c21 (configuration not stated)	-32.9	-10.2	4.7	-1.1	-0.3	4.8	-1.1	-5.3	-1.1
Cn1cc(/C=C2\SC(=S)N(NC(=O)c3ccccc3Cl)C2=O)c2ccccc21	6.9	-2.7	2.3	27.0	9.8	5.0	6.4	0.5	13.1
COc1ccc(S(=O)(=O)Nc2ccc(Cc3ccncc3)cc2)cc1C	/	-15.0	-1.6	/	10.7	-22.7	-0.1	38.9*	5.3

Some entries already given, limited to CHO parental Ca:
Structure,CHO parental Ca
CCCn1c2ccccc2c2cnn(CC(=O)NC3CCC(C)CC3)c(=O)c21 (configuration not stated),4.7
Cn1cc(/C=C2\SC(=S)N(NC(=O)c3ccccc3Cl)C2=O)c2ccccc21,2.3
COc1ccc(S(=O)(=O)Nc2ccc(Cc3ccncc3)cc2)cc1C,-1.6

The results go on:
structure	TAAR1 antagonist	OXTR potentiator	CHO parental Ca	TAAR1 ag	V1R ag counter	CHRM1 PAM	CHRM1 agonist	CHRM1 antagonist	OXTR ag
O=S(=O)(N/N=C/c1ccc(Cl)cc1)c1ccc(Cc2ncc(C(F)(F)F)cc2Cl)s1	-4.3	-1.5	-0.8	-0.5	-0.1	6.2	-2.8	-24.8	-0.9
Cc1ccc(NC(=S)Nc2c(C)n(C)n(-c3ccccc3)c2=O)cc1	-9.0	-2.5	-3.8	0.7	1.1	1.4	-7.5	-0.3	0.5
CCC(C)NC(=O)c1ccc2c(c1)S(=O)(=O)c1ccccc1C2=O (configuration not stated)	3.9	/	/	1.7	/	0.6	-2.6	-3.0	/
CCOCCCNC(=O)C(NC(=O)c1ccccc1O)c1ccc(C)cc1 (configuration not stated)	-1.9	-6.3	-11.5	10.6	0.1	9.0	-3.3	-7.8	0.7
CCN(CC)C(=O)C1=C(C)N(CCCN2CCCC2=O)C(=O)C(CC(=O)NC2CCCC2)C1 (configuration not stated)	-22.2	/	/	1.5	/	8.4	2.3	-7.7	/
C/C(=C\C(=O)c1ccccc1)Nc1cccc(O)c1	-6.9	-0.7	1.2	0.2	1.4	8.8	-0.9	-14.5	1.2
COc1cc(C2Nc3ccc4ncccc4c3C3=C2C(=O)CCC3)cc(OC)c1O (configuration not stated)	-1.9	3.1	-8.6	6.8	2.9	3.1	-3.4	-5.4	1.9
O=C(Cc1ccccc1)NN1C(=O)C2C(C1=O)C1C=CC2C12CC2 (configuration not stated)	-7.5	-3.6	-4.8	2.8	-0.7	7.0	-3.3	-2.6	-1.2
CSC1=C(C#N)C(c2cccc(Br)c2)CC(=O)N1 (configuration not stated)	8.2	-3.3	6.5	3.6	0.3	7.4	-4.4	-2.3	1.7
CCN(CC)C(=O)C1=C(C)N(Cc2ccc(C(C)(C)C)cc2)C(=O)C(CC(=O)NCCCN(C)C)C1 (configuration not stated)	-24.7	/	/	3.3	/	0.7	-10.2	-6.2	/
O=C(CC1COc2ccccc2O1)NCCc1ccccc1 (configuration not stated)	15.0	0.5	-18.8	4.3	-0.3	9.9	-1.5	-6.1	-1.4
CCOC(=O)Cc1cnc(NC(=O)CSc2nc(C)cc(C)n2)s1	1.9	-15.9	-20.5	3.4	2.5	6.9	-1.1	-8.5	1.9
O=S(=O)(c1cccs1)N1CCC(Cc2ccccc2)CC1	14.8	-12.8	-12.9	14.3	0.7	0.1	-3.2	-19.0	-1.8
COc1ccc(OC)c(C(C(=O)NC2CCCCC2)N(C(=O)c2snc(C(N)=O)c2N)c2ccccc2OC)c1 (configuration not stated)	6.3	-1.5	-25.8	-4.2	1.6	20.6	3.4	-2.3	-1.9
O=C(Nc1ccc2nn(-c3ccccc3)nc2c1)c1ccc2c(c1)OCCO2	-6.4	-16.0	-6.4	2.1	1.4	-6.2	-3.1	1.6	0.5
CN(C(=O)c1cccc(C#N)c1)c1nnc(C2CCCO2)s1 (configuration not stated)	-0.1	3.1	-0.1	1.4	0.5	2.5	-6.4	-2.1	0.9
COCc1cc(=O)[nH]c(/N=C(\N)Nc2ccccc2C)n1	12.6	3.9	-15.1	7.5	0.8	9.6	-2.9	-7.3	0.1
COc1ccc(-c2cc(C(F)(F)F)nc(SCC(=O)NCc3cccs3)n2)cc1OC	-23.6	-4.2	-33.4	-0.4	-0.4	3.0	-7.9	-2.6	-2.8
COc1ccccc1N(CC(=O)NCCc1ccccc1)C(=O)CCC(=O)Nc1nccs1	4.4	-8.2	-23.0	2.5	-0.1	-1.2	-2.7	-2.0	0.6
Cc1ccc(/C=N\n2c(-c3ccccc3)n[nH]c2=S)s1	-2.0	-0.9	-6.8	-0.2	-1.4	-0.1	-4.5	-4.2	-2.1
Cc1ccc(NC(=O)CCNC(=O)c2ccccc2)cc1F	3.2	-5.9	-4.0	-4.1	0.2	13.9	-3.5	-7.0	1.1
NC(=O)c1c(NC(=O)C2COc3ccccc3O2)sc2c1CCN(Cc1ccccc1)C2 (configuration not stated)	15.0	-4.6	-7.6	12.4	1.6	-1.8	-0.6	2.3	1.2
COc1ccc(NC(=O)c2sccc2C)cn1	-3.0	-0.3	-5.6	-0.5	0.8	3.6	-2.3	-2.3	1.0

A different layout for some results above:
SMILES: Cc1ccc(NC(=O)CCNC(=O)c2ccccc2)cc1F
- TAAR1 antagonist: 3.2
- OXTR potentiator: -5.9
- CHO parental Ca: -4.0
- TAAR1 ag: -4.1
- V1R ag counter: 0.2
- CHRM1 PAM: 13.9
- CHRM1 agonist: -3.5
- CHRM1 antagonist: -7.0
- OXTR ag: 1.1
SMILES: COc1ccccc1N(CC(=O)NCCc1ccccc1)C(=O)CCC(=O)Nc1nccs1
- TAAR1 antagonist: 4.4
- OXTR potentiator: -8.2
- CHO parental Ca: -23.0
- TAAR1 ag: 2.5
- V1R ag counter: -0.1
- CHRM1 PAM: -1.2
- CHRM1 agonist: -2.7
- CHRM1 antagonist: -2.0
- OXTR ag: 0.6

This is a random part of the collection (roughly 3.7% active in at least one column).
